# TTR transcr act = increases transthyretin transcription; SH-SY5Y TTR promoter Gaussia luciferase, luminescence; 100% = recombinant luciferase protein wells; activation, % at 16.7 µM; hit rate 1.3% among 92,000; AID 1117267;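 active = activation above the mean of all tested compounds plus 3 SD, cut at about 9.5% in these data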;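 also: cells exposed to compounds for one day before reading; 0% = median of all test compound wells on the plate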
# The depositor's hits bear a star. A portion of the library; count on the stated rates, not on these rows.
TTR transcr act | smiles
0.1 | O=C(NC1(C(F)(F)F)C(=O)Nc2c1c(=O)[nH]c(=O)n2-c1ccccc1)c1ccncc1 (configuration not stated)
-3.7 | Cc1ccc(S(=O)(=O)N(C)c2ccc(C(=O)Nc3ccc(C)cn3)cc2)cc1
1.7 | CN(C(=O)c1cccc(NC(=O)Cc2ccc(NC(=O)C3CCCN(C(=O)C4CC4)C3)cc2)c1)C1CCCCC1 (configuration not stated)
1.9 | O=C(OCC(O)COC(=O)c1cccnc1)c1cccnc1
4.1 | COC(=O)c1ccc(CNC(=O)COC(=O)COc2ccc(OC)cc2)cc1
1.1 | O=[N+]([O-])c1ccccc1S(=O)(=O)NCc1ccco1
-2.6 | CN(C)c1ccc(C2OC(=O)C3(CCCC3)C(=O)C2(C)C)cc1 (configuration not stated)
0.1 | Cc1ccc(C(=O)Nc2ccc3nccnc3c2)cc1
-2.1 | O=C(Cc1ccc(F)cc1)Nc1nnc(SCC(=O)N2CCCCC2)s1
-0.9 | Cc1ccc(C2c3c(oc4cc(C)c(C)cc4c3=O)C(=O)N2CCCN2CCOCC2)cc1 (configuration not stated)
-0.7 | NC(=O)c1sc2nc3c(c(-c4cccs4)c2c1N)CCCCC3
2.6 | O=C(NCc1cccnc1)C1CCN(S(=O)(=O)c2cccnc2)CC1
0.9 | CCN1CCCC1CNS(=O)(=O)c1c(C)cc(C)cc1C (configuration not stated)
-2.5 | CCOc1ccc(OCC)c(NC(=O)CN2CCC(NC(=O)c3cccc(F)c3)CC2)c1
9.8* | CCOC(=O)c1cc(/C(C)=N/OC(=O)c2ccc(Cl)cc2)on1
6.7 | CC(=O)OCC1=C(C(=O)O)N2C(=O)C(NC(=O)c3ccc(COc4ccc(Cl)cc4)o3)C2SC1 (configuration not stated)
3.4 | Cc1cn(COC/C=C/c2ccccc2)c(=O)[nH]c1=O
-1.5 | Cc1cc(C)c(NC(=O)C2CCCN2CCC(C)C)c(C)c1 (configuration not stated)
-2.5 | COc1ccc(CN2CCN(CCC(C)C)C(CCO)C2)cc1Cn1cccn1 (configuration not stated)
-0.5 | Nn1c(SCc2cccc(F)c2)nnc1-c1ccncc1
0.3 | COC(=O)[C@H](CCSC)NC(=O)NCc1ccccc1F
-0.6 | Cc1cccc(C)c1NC(=O)C(c1ccc(C#N)cc1)n1c(=O)c(-c2ccco2)nc2ccccc21 (configuration not stated)
0.0 | COCCc1nnc(NC(=O)Cc2ccccc2)s1
-0.6 | COc1ccc(C(=O)NCCOC(C)C)cc1OC1CCN(C(C)=O)CC1
0.2 | O=C(CSc1c2c(nc3ccccc13)CCCC2)NCc1ccco1
-1.3 | O=C(O)CS(=O)CC(=O)NCc1cccc(C(F)(F)F)c1 (configuration not stated)
3.2 | NC(=O)CC(NC(=O)Cc1ccc(Cl)cc1)c1ccc(NCc2ccccc2)c([N+](=O)[O-])c1 (configuration not stated)
-0.9 | O=C(CSc1nnc(-c2cccnc2)n1Cc1ccccc1)NCc1ccccc1
2.3 | COc1ccc(OC)c(/C=N/NC(=O)c2nnn(-c3nonc3N)c2-c2cccs2)c1
1.3 | Nc1ccc(S(=O)(=O)N2CCCC2)cc1Cl
-1.8 | O=C(N/N=C/c1cccc(O)c1)c1ccc(NC(=O)c2cccc([N+](=O)[O-])c2)cc1
-0.5 | COc1ccccc1Cn1c(C)nnc1-c1cnn(C)c1N
-2.3 | CC(NCC(=O)Nc1cc(S(=O)(=O)N2CCCCCC2)ccc1Cl)c1ccccc1 (configuration not stated)
0.9 | O=C(c1ccc(S(=O)(=O)N2CCCCCC2)cc1)N1CCN(Cc2ccccc2)CC1
-1.3 | Cc1ccc(Oc2cc(NC(=O)CCCn3nc([N+](=O)[O-])c(Cl)c3C)cc([N+](=O)[O-])c2)cc1
-0.2 | Cc1cccc(C)c1NC(=O)CN(c1ccccn1)S(=O)(=O)c1ccc(F)cc1
0.2 | CCN(CC)CCNC(=O)c1ccc(NC(=O)c2ccc(-n3cncn3)c([N+](=O)[O-])c2)cc1
0.5 | O=C(Nc1ccc(N2CCN(C(=O)c3cccs3)CC2)cc1)c1cccnc1Cl
-1.8 | Cc1noc(COc2ccccc2OCc2onc(C)c2Cl)c1Cl
2.1 | CCN(CC)CCOC(=O)CCc1cccc2ccccc12
-0.7 | CCC(=O)Nc1cccc(-c2csc(-c3ccccc3)n2)c1
-0.7 | C=CCn1c(C)nnc1SCC(=O)Nc1oc(C)c2c(C)n[nH]c(=O)c12
-1.3 | CCN(CC)S(=O)(=O)c1ccc(C(=O)NCC(=O)NCc2ccc3c(c2)OCO3)cc1
1.1 | COc1ccc(CCN(Cc2ccccn2)C(=S)Nc2ccccc2F)cc1OC
2.5 | CCOc1ccc2nc(N/C(N)=N/C(=S)Nc3ccc(OC)cc3)nc(C)c2c1
-1.2 | O=C(c1ccc(-n2cncn2)c([N+](=O)[O-])c1)N1CCN(c2cccc(Cl)c2)CC1
-2.3 | Cc1cc(C)c(CN2CCN(C(=O)Cn3cnc(C(=O)Nc4ccc(C)c(C)c4)n3)CC2)c(C)c1
1.4 | CC(C)CN(CC(C)C)C(=O)Nc1ccccc1F
-1.8 | CC(=O)Oc1ccc(C(=O)Nc2cccc(-c3nnc(-c4ccco4)o3)c2)cc1
4.5 | Cc1ccc(NC(=O)COC(=O)Cn2c(C)csc2=O)cc1

# New compounds follow:
TTR transcr act | smiles
-3.4 | Cc1cc(NC(=O)CSc2nc(C3CCCCC3)nc3ccccc23)no1
0.1 | COc1cc(NC(=O)c2cccs2)c(OC)cc1NC(=O)CCC(=O)Nc1cccc2ncccc12
-2.0 | O=C(CCc1ccc(Oc2cc([N+](=O)[O-])cc([N+](=O)[O-])c2)cc1)NC1CCCC1
-1.6 | CCSCc1nnc(SCC(=O)Nc2ccc(OC)cc2)n1C
-1.5 | Cc1[nH]c2ccccc2c1C(=O)CCl
0.6 | CCOC(=O)c1ccc(/C=C2\c3ccccc3C(=O)N2c2ccccc2)cc1F
1.1 | CCc1noc(C)c1C(=O)OC(C)C(=O)c1c(C)[nH]c2ccccc12 (configuration not stated)
1.3 | CC(=O)OCC(=O)N1CCN(c2ccc([N+](=O)[O-])cc2)CC1
3.1 | COCCN(CCOC)C(=O)C12CCC(C)(C(=O)C1)C2(C)C (configuration not stated)
0.1 | CCOC(=O)C1(Cc2ccccc2)CCCN(Cc2cnn(CC)c2)C1 (configuration not stated)
-1.2 | CN(CC(=O)NC(=O)Nc1ccccc1F)Cc1ccccc1F
1.0 | Clc1ccccc1CNCc1ccncc1
4.3 | CCC(=O)Oc1ccc2ccccc2c1CNC(=O)c1ccccc1
-5.1 | COC(=O)c1ccc(NCc2cc(O)ccc2O)cc1
-0.2 | O=C(Nc1ccccc1)c1snc2c(=O)[nH]cnc12
6.0 | COc1ccccc1N1CCN(C(=O)C(OC(C)=O)c2ccccc2)CC1 (configuration not stated)
1.7 | CCOC(=O)CSc1ccc(-c2nc3ccccc3[nH]2)cn1
0.6 | Cn1c(SCC(=O)N2c3ccccc3Sc3ccccc32)nc2ccccc21
0.4 | NC(=O)CC(NC(=O)c1cccc(Br)c1)c1ccc(NC2CCN(Cc3ccccc3)CC2)c([N+](=O)[O-])c1 (configuration not stated)
-1.2 | COc1ccc(/C=C/C(=O)N(CC(C)C)CC(C)C)cc1Br

# Quoted at random: seven records from the list.
TTR transcr act | smiles
-1.3 | O=C(O)CS(=O)CC(=O)NCc1cccc(C(F)(F)F)c1 (configuration not stated)
1.7 | CCOC(=O)CSc1ccc(-c2nc3ccccc3[nH]2)cn1
-1.3 | Cc1ccc(Oc2cc(NC(=O)CCCn3nc([N+](=O)[O-])c(Cl)c3C)cc([N+](=O)[O-])c2)cc1
4.1 | COC(=O)c1ccc(CNC(=O)COC(=O)COc2ccc(OC)cc2)cc1
-2.5 | CCOc1ccc(OCC)c(NC(=O)CN2CCC(NC(=O)c3cccc(F)c3)CC2)c1
3.4 | Cc1cn(COC/C=C/c2ccccc2)c(=O)[nH]c1=O
4.3 | CCC(=O)Oc1ccc2ccccc2c1CNC(=O)c1ccccc1

# More structures follow.
TTR transcr act | smiles
0.6 | COc1cccc(NC(=O)CN(C)C(=O)C23CC4CC(CC(Cl)(C4)C2)C3)c1
-0.6 | Fc1ccc(CSc2ncnc3scc(-c4ccccc4)c23)cc1
-0.9 | COc1ccc(CNC(=O)CSc2nc3cccnc3s2)cc1
-1.7 | CCc1nn(CC(=O)NCCc2ccc(Cl)cc2)c(=O)c2cccn12
-2.1 | C=CCCCCCCCCC(=O)NNC1CC(=O)N(c2ccccc2)C1=O (configuration not stated)
2.2 | COc1cccc(/C=N/NC(=O)Cn2nc([N+](=O)[O-])cc2C)c1
9.7* | Cc1cc(N2CCN(C)CC2)nc2ccc(NC(=S)N3CCCCCC3)cc12
0.2 | N#CCCN(Cc1ccccc1)S(=O)(=O)c1cccs1
0.3 | CCCc1cc(-c2[nH]ncc2-c2ccc3c(c2)OCCCO3)c(O)cc1O
1.5 | CCOc1cc(/C=C/C(=O)O)ccc1OCCO
4.0 | C[C@@H]1CCCCO[C@@H](CN(C)Cc2ccc(C(F)(F)F)cc2)[C@@H](C)CN([C@H](C)CO)C(=O)c2cc(N(C)C)ccc2O1
1.8 | O=C(NCCN1CCOCC1)C(=O)NCC1OCCN1S(=O)(=O)c1ccc(Br)cc1 (configuration not stated)
0.1 | CC1=NN(C(=O)c2cccnc2)C(O)(C(F)(F)F)C1 (configuration not stated)
-1.2 | Cc1ccc(C(=O)N2CCN3C(=O)c4ccccc4C23c2ccc(Cl)cc2)cc1 (configuration not stated)
-1.0 | Cc1ccc(CN(C(=O)c2csnn2)C(C(=O)NC2CCCC2)c2ccccn2)cc1 (configuration not stated)
-0.2 | COc1cc(CNCCO)cc(Br)c1OCc1ccccc1
-0.8 | CCOC(=O)C(NC(=O)c1cccnc1)(Nc1cccc(C)n1)C(F)(F)F (configuration not stated)
-3.3 | CC(Cc1ccccc1)NC(=O)/C=C/c1ccc([N+](=O)[O-])cc1 (configuration not stated)
0.5 | COc1ccc(NC(=O)Cc2nnc(SCC(=O)NC3CCCC3)n2C)cc1
0.7 | CCOC(=O)C1=C(C)NC(=S)NC1c1ccc(OCC(=O)N2CCCCC2)cc1 (configuration not stated)
-0.9 | Cc1ccccc1OCC(=O)N1CCCc2ccccc21
7.7 | Cc1cc(C)n(/N=C/c2ccc(O)cc2)c(=O)c1C#N
-0.2 | O=C(O)CC(C(=O)O)C(=Cc1ccccc1)c1ccccc1 (configuration not stated)
2.9 | Nc1nccc(/C=C/c2c(F)cccc2Cl)n1
0.4 | COc1ccc(C(=O)Cc2nnc(C)s2)c(OC)c1
2.1 | O=C(N1CCCC1)C12CC3CC(C1)CC(C(=O)N1CCCC1)(C3)C2
-0.4 | S=c1[nH]nc(CSc2nc3ccccc3s2)n1Cc1ccccc1
3.7 | COc1ccc(C2c3ccsc3CCN2C(C)=O)cc1 (configuration not stated)
0.5 | COc1ccc(-c2nnc(NC(=O)C(C)C)o2)cc1
4.3 | Cc1ccc(CNC(=O)Nc2ccc3c(c2)N(C)C(=O)CS3)cc1
0.2 | CCOC(=O)c1c(NC(=O)CN2CCN(c3cccc(Cl)c3)CC2)sc(C)c1C
1.7 | CCN1CNC(=S)N(c2ccccc2OC)C1
-1.5 | CCOc1ccc(N2C(=O)CSC23CCCCC3)cc1
1.3 | COc1cccc(C(CNC(=O)C2CCN(C(=O)Nc3ccccc3)CC2)N(C)C)c1 (configuration not stated)
-1.7 | COC(=O)[C@]12C[C@H](CC(=O)N3CCN(C(=O)c4ccco4)CC3)C(=O)N(Cc3ccc(Cl)cc3Cl)C1=C[C@H](C(C)(C)C)O[C@@H]2C
-1.1 | CCCC1=Nc2cc(C(=O)N3CCCC3)ccc2Sc2ccc(C)cc21
0.3 | CCOc1ccc(OCC)c(NC(=O)CSc2nnnn2CC)c1
1.2 | CN(Cc1ccccc1C(F)(F)F)C(=O)C1CCC(=O)N(CC2CCCCC2)C1 (configuration not stated)
-1.3 | COc1ccc(OC)c(CN2CCC(Cc3ccccc3)CC2)c1
-1.5 | CCOC(=O)c1ccccc1NC(=O)CN1CCC(n2nnc3cc(F)ccc32)CC1

# Brought forward from above: 5 compounds; new compounds follow.
TTR transcr act | smiles
-1.1 | CCCC1=Nc2cc(C(=O)N3CCCC3)ccc2Sc2ccc(C)cc21
0.3 | CCOc1ccc(OCC)c(NC(=O)CSc2nnnn2CC)c1
1.2 | CN(Cc1ccccc1C(F)(F)F)C(=O)C1CCC(=O)N(CC2CCCCC2)C1 (configuration not stated)
-1.3 | COc1ccc(OC)c(CN2CCC(Cc3ccccc3)CC2)c1
-1.5 | CCOC(=O)c1ccccc1NC(=O)CN1CCC(n2nnc3cc(F)ccc32)CC1
-2.5 | CCc1nn(CCCC(=O)N2CCN(c3cccc(C)c3C)CC2)c(=O)c2cc3occc3n12
-2.1 | COc1ccc(Br)cc1CN1CCCCCC1
-1.5 | Cc1cc(C)c(S(=O)(=O)N2CCN(C(=O)c3ccccc3OCc3c(C)noc3C)CC2)c(C)c1
-0.4 | O=C(COc1ccccc1)NCc1n[nH]c(=S)n1-c1ccccc1
-1.2 | Nc1cccc(S(=O)(=O)N2CCCN(S(=O)(=O)c3ccc4c(c3)OCCO4)CC2)c1
-2.6 | O=C(c1ccccc1F)N(Cc1nc2ccccc2c(=O)[nH]1)C1CCCC1
1.1 | C/C(Cn1nnc([N+](=O)[O-])n1)=N\NC(=O)c1ccc(O)cc1O
2.3 | Cc1nonc1NC(=O)CSc1nc2ccc(Cl)cc2[nH]1
-0.9 | CCCSc1nc2c([nH]1)c(=O)n(C)c(=S)n2C
-1.8 | COc1ccc(NC(=O)CN(C)C(=O)CSc2nc3ccccc3s2)cc1
-2.1 | CCc1ccc(NC(=O)c2onc(C)c2Cl)cc1
0.5 | COc1cccc(/C=C2\C(=O)N(c3cccc(C)c3)C(=O)c3ccccc32)c1
-0.4 | C[C@@H]1CN([C@@H](C)CO)C(=O)c2cccc(NS(=O)(=O)c3ccc(F)cc3)c2O[C@H]1CN(C)C(=O)NC1CCCCC1
1.1 | CCN(C(=O)c1ccco1)c1nnc(-c2ccc(OC)cc2)s1

# Screening data (PubChem BioAssay)
